Nrf2 inh: blocks Nrf2 signaling; A549 ARE-Fluc reporter, luciferase luminescence, 18-24 h; actives 2.1% (n = 360,000); Potency, µM (highest dose often 46 µM), inactives show top-dose activity change, negative = inhibition, actives largely listed as inhibitors; also: potency is read from the fitted curve at half-maximal effect; % is scaled to controls: 0 for no effect and ±100 for the full control effect; nearly all actives have a fitted effect of over 60% in size
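In this cell-based qHTS, ARE-driven firefly luciferase in A549 cells reports Nrf2 activity; the luminescent signal after BugLite lysis is the measured value, with a prior CellTiter-Fluor read for cell health.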
A549 tox: A549 cytotoxicity, counter-screen for Nrf2 inhibitors. A549 ARE-Fluc cells, CellTiter-Fluor viability, 18-24 h. Potency, µM (doses to about 46 µM), without a hit: top-dose activity change, negative = cytotoxicity, most hits filed as inhibitors. actives 0.16% (n = 390,000); also: potency is read from the fitted curve at half-maximal effect; % is scaled to controls: 0 for no effect and ±100 for the full control effect
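A549 ARE_Fluc cells in 5% FBS OPTI-MEM were exposed to compounds in concentration-response for 18-24 h at 37 deg C. Viability was read by CellTiter-Fluor fluorescence (Ex 405/Em 525) after 30 min, before the luciferase read.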
Abeta yeast res: A-beta toxicity reversal in yeast; actives 0.063% (n = 410,000); Potency, µM (series often up to 46.1 µM), without a hit: top-dose growth rescue, usual class: activators; AID 1347071; yeast expressing A-beta42, growth rescue, OD600, 48 h; response scale: 0% DMSO, 100% iron-clioquinol control; also: potency is read from the fitted curve at half-maximal effect; nearly all actives have a fitted effect of over 55% in size
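Growth rescue measured by 600 nm absorbance after 48 h yeast culture at 30 C with compound. Values normalized between DMSO and an equimolar ferric chloride plus clioquinol control.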
Nrf2 activator: Nrf2 pathway activation. AREc32 ARE-luciferase reporter (MCF7-derived line), luminescence, 24 h. Potency, µM (series often up to 46.1 µM), for the others: at the top dose activation, hits mostly activators. actives 0.31% (n = 410,000); also: potency is read from the fitted curve at half-maximal effect; % of control where 0% means no effect; nearly all actives have a fitted effect of over 65% in size
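Luminescent ARE reporter assay in AREc32_Fluc cells: overnight plating at 37 deg C, 24 hr compound incubation, Steady-Glo added, 30 min RT before reading.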
TGFb SMAD3 inh: inhibitors of TGF-b signaling | HepG2 CAGA-GFP TGF-b/SMAD3 reporter, GFP fluorescence, 18 h; TGF-beta stimulated, 500 pg/mL final | Potency, µM (series often up to 46.1 µM), for the others: at the top dose activity, negative = inhibition, most hits filed as inhibitors | actives 1.2% (n = 410,000) | AID 588855; also: potency is read from the fitted curve at half-maximal effect; % is scaled to controls: 0 for no effect and ±100 for the full control effect; nearly all actives have a fitted effect of over 65% in size
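Per well, imaged GFP fluorescence of HEPG2 CAGA-GFP cells gives the signal; cells get compound, then TGF-beta (500 pg/mL final), 18 h at 37 degrees C; %Activity versus -TGF-beta and +DMSO controls.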
pAkt inh: Akt phosphorylation inhibition; Neuro2A IGF-stimulated pAkt S473 HTRF, 20 min; hits give low values; activity change, % for hits at 50 µM; actives 0.32% (n = 360,000); AID 651550; in the data active = activity change below about -80%; inconclusive = mostly about -51% to -80%; also: % is scaled to controls: 0 for no effect and ±100 for the full control effect
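Single-point screen (50 µM final compound) in Neuro2A cells stimulated 20 min with 6 nM IGF at 37 deg C. After lysis, Ser473-phosphorylated Akt read by HTRF (ex 330 nm, em 615/665 nm) as the 665/615 ratio.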
Mm-Cpn inhibitor: blocks the Methanococcus maripaludis chaperonin Mm-Cpn; purified Mm-Cpn ATPase, ADP Transcreener TR-FRET; Potency, µM (highest dose often 76.9 µM), for the others: at the top dose activity, negative = inhibition, usual class: inhibitors; actives 0.031% (n = 330,000); AID 504842; also: potency is read from the fitted curve at half-maximal effect; % is scaled to controls: 0 for no effect and ±100 for the full control effect; nearly all actives have a fitted effect of over 80% in size
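ATPase turnover read by TR-FRET ADP competition (Eu cryptate antibody/ADP-d2, 665/590 nm): 10uM ATP final, 25nM Mm-CPN final, 30 min 37degC after 10-min compound preincubation, pH 7.4 Tris/KCl/MgCl2/DTT buffer.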
CCT modulator: changes cytosolic chaperonin activity; purified chaperonin ATPase assay, HTRF ADP detection, 30 min; activity change, % (no concentration beside the values), hits read low; actives 0.3% (n = 360,000); in the data active = activity change below about -30%; also: % is scaled to controls: 0 for no effect and ±100 for the full control effect
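First, chaperonin was dispensed at 40 nM or 20 nM final depending on batch activity. Next, compounds were pinned at 76 uM and ATP added at 10 uM. After 30 min at 37 °C, ADP detection reagents ran 30 min at ambient temperature.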
HepG2 tox: kills HepG2 cells in TGF-b inhibitor counter-screen. HepG2 CAGA-GFP viability, ATP luminescence, 18 h. Potency, µM (doses to about 46.1 µM), for the others: at the top dose activity change, negative = cytotoxicity, most hits filed as cytotoxic. AID 588856. actives 0.76% (n = 410,000); also: potency is read from the fitted curve at half-maximal effect; some results filed as inactive show a strong effect at the top dose
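HepG2 CAGA-GFP cells (1000/well, DMEM with 1% FBS) received compound, then TGF-beta at 500 pg/mL final, and were incubated 18 hours at 37 degrees C. Viability was read by CellTiter-Glo luminescence. Media-only wells were set as complete cell-killing and DMSO as no toxicity.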
Starred values were filed as active, the others as inactive; i = inactive; ? = inconclusive; . = no result given; [ ] = another dose, or the depositor's remark. Unless noted, calls follow the shape of the dose curve; as a rule, active = well fitted curve in the direction sought with a large enough effect; inconclusive = small, poorly fitted or top-dose-only effect, or another doubt; inactive = no such curve, though single readings can be large; an effect the other way counts as inactive or inconclusive. The order is random; any-hit rate near 4.3%.

SMILES | Nrf2 inh | A549 tox | Abeta yeast res | Nrf2 activator | TGFb SMAD3 inh | pAkt inh | Mm-Cpn inhibitor | CCT modulator | HepG2 tox
O=C(CSc1nnc(-c2ccncc2)o1)Nc1nncs1 | -26% | 0% | -12% | 2.9% | -12% | i | -1% | -0.3 | -7%
CCn1nc(C)c(CN2CCCC(CNS(=O)(=O)c3ccc(OC)cc3)C2)c1C (stereo not given) | -5% | -6% | 0% | 0.3% | 14% | i | -3% | 1.1 | -4%
CC1(C)CC(NC(=O)C2CCN(S(=O)(=O)c3ccccc3C(F)(F)F)CC2)CC(C)(C)N1 | 6% | 6% | -9% | 0.0% | 1% | i | 0% | -0.4 | -3%
Cc1ccc(-n2nc3c(=O)n(CC(=O)NCCC4=CCCCC4)nc(C)c3c2C)cc1 | ? | -8% | -5% | 0.4% | -27% | . | 1% | -78* | 3%
[NH-]c1ncnc2c1N=C[N+]2=CC=CCO | -2% | 2% | -5% | -0.7% | -22% | i | 1% | 0.4 | -1%
COC(=O)c1cc(=O)nc(NN=C2c3ccccc3-c3ccccc32)s1 | . | . | -20% | 14% | ? | i | . | 2.1 | -40%
COc1cc(C2C(C#N)=C(N)N(c3sc4c(c3C#N)CCCC4)C3=C2C(=O)CC(C)(C)C3)cc(OC)c1OC (stereo not given) | 5% | -11% | 6% | 0.1% | 7% | i | 0% | -0.5 | -20%
O=C(Nc1ccc2c(c1)OCO2)c1ccccc1 | ? | -1% | -13% | 0.2% | 5% | i | 0% | 2.0 | -35%
COc1cc(-c2c(NC(=O)c3ccco3)oc3c(C)cccc3c2=O)cc(OC)c1OC | -16% | -5% | -23% | -0.3% | -1% | i | 1% | -0.4 | 0%
Fc1ccc(C2=CC(c3ccc(F)cc3)n3c(nc4ccccc43)N2)cc1 (stereo not given) | . | 1% | 14% | 12% | -6% | . | . | . | -22%
Oc1ccc(-c2n[nH]c(=S)n2Cc2ccccc2)cc1 | -13% | -6% | 7% | -0.2% | 3% | . | -13% | 1.5 | -43%
O=C(Nc1nc2ccccc2s1)Nc1ccc(F)cc1F | ? | 1% | -6% | 3.5%[9.22 µM] | -1% | i | -2% | 0.0 | -8%
CCOC(=O)[C@]12CCC=C1N(Cc1ccccc1)C(=O)[C@H](CC(=O)N1CCOCC1)C2 | . | . | 1% | 0.1% | . | i | . | 0.0 | .
COc1cccc(C(C(=O)NC2CCCC2)N(C(=O)CNC(=O)c2ccco2)c2cccnc2)c1 (stereo not given) | -7% | -3% | 14% | -0.3% | 18% | i | -6% | -0.6 | -8%
CCSc1nnc(NC(=O)CSc2nc3c(c(=O)n2CCOC)SC(C)C3)s1 (stereo not given) | ? | -1% | 0% | -0.1% | -27% | i | 0% | 0.3 | -38%
Clc1ccc(SCCCCn2ccnc2)cc1 | -13% | -2% | 7% | 0.3% | 22% | i | 1% | -1.0 | 8%
COc1cccc(C(=O)NCCn2ccc3ccccc32)c1 | ? | 13% | 3% | 0.6% | 1% | i | 0% | -1.8 | -8%
COc1ccccc1N1CCN(C(CNS(=O)(=O)c2ccc(C)cc2)c2cccnc2)CC1 (stereo not given) | -24% | -2% | -1% | 1.9% | -7% | i | 1% | -1.2 | -20%
O=S1(=O)c2ccccc2N(Cc2cccc(Cl)c2)c2ccccc21 | ? | 5% | -7% | 14% | -2% | . | . | . | -16%
O=C(Nc1cccc(F)c1)/C(=C\c1cccnc1)NC(=O)c1cccs1 | ? | 9% | -6% | -0.7% | -17% | i | 1% | 0.4 | 4%
CCOc1ccccc1NC(=O)NCc1ccccc1F | -11% | 11% | 5% | 5.1% | 5% | i | 0% | -5.6 | 11%
COc1ccc(N2CCN(C(=O)COC(=O)CCS(=O)(=O)c3ccc(C)cc3)CC2)cc1 | 6% | 3% | 7% | 1.6% | 16% | i | 1% | -1.0 | -14%
COC(=O)N/N=C(C)/C=C/c1ccccc1 | 8% | -3% | -2% | 2.5% | 4% | i | . | -2.8 | -19%
O=C(NCCCc1ccccc1)c1cccc(NC(=O)C2CC2)c1 | 5% | 3% | 5% | 0.4% | -17% | i | . | -5.0 | -25%
O=C(O)c1ccc(-c2noc(-c3ccccc3Cl)n2)cc1 | ? | -3% | -1% | -1.4% | 6% | . | . | . | -7%
O/N=C1\CC2(Cc3nonc31)OCCO2 | . | 10% | 14%[9.22 µM] | 0.1% | 20% | i | -1% | 1.2 | 0%
O=C(Nc1ccccc1)/C(=C/c1ccccc1)NC(=O)c1ccco1 | 10% | 0% | 1% | 1.2% | -8% | i | -2% | -0.3 | -4%
CCOC(=O)c1cc(-c2ccc(C)cc2)n(CC(=O)Nc2cc(C)ccc2C)c1C | 17% | 0% | -2% | 0.3% | 3% | . | . | . | -12%
COC(=O)c1[nH]c2ccc(Br)cc2c1NC(=O)CN1CCN(C2CCCCC2)CC1 | -10% | ? | 7% | -0.3% | ? | i | -4% | -0.7 | -117%
O=[N+]([O-])c1cc(CN2CCN(c3cccc(C(F)(F)F)c3)CC2)c2cccnc2c1O | ? | ? | -85%[inhibitor] | -0.7% | -23% | i | -1% | -1.1 | -7%

Structures above that bear a hit mark in CCT modulator:
SMILES,Nrf2 inh,Nrf2 activator,TGFb SMAD3 inh,pAkt inh,Mm-Cpn inhibitor,CCT modulator
Cc1ccc(-n2nc3c(=O)n(CC(=O)NCCC4=CCCCC4)nc(C)c3c2C)cc1,?,0.4%,-27%,.,1%,-78*

The list goes on:
SMILES | Nrf2 inh | A549 tox | Abeta yeast res | Nrf2 activator | TGFb SMAD3 inh | pAkt inh | Mm-Cpn inhibitor | CCT modulator | HepG2 tox
COc1ccc(N2CCN(C(=O)C3CCN(Cc4nc(-c5ccc(Cl)cc5)oc4C)CC3)CC2)cc1 | 7% | -4% | -22% | -0.4% | 0% | . | . | . | -4%
Cc1ccn2c(=O)cc(COc3ccc(NC(=O)COc4ccc(C)c(C)c4)cc3)nc2c1 | . | -11% | -10% | 0.4% | -6% | . | . | . | 1%
O=C(CSc1oc(-c2cccs2)nc1S(=O)(=O)c1ccccc1)NC1CCCCC1 | ? | -13% | 7% | -0.7% | 14% | i | 1% | -1.6 | -1%
O=S(=O)(CCNCc1ccccc1)NC1CCCCC1 | 16% | -1% | -17% | 0.6% | -6% | i | . | -1.7 | -1%
c1ccc2c(-c3nnc4n3CCCCC4)cc(-c3ccncc3)nc2c1 | 12% | -3% | -1% | -0.5% | 1% | i | 0% | -1.4 | 14%
OCC[C@H]1C[C@@H](O)[C@H](O)[C@@]2(OCc3ccccc32)O1 | 9% | 4% | 1% | 1.8% | 7% | i | 1% | -1.0 | -8%
CCCCc1ccc(NC(=O)c2ccc(N(C)S(C)(=O)=O)cc2)cc1 | ? | 0% | -9% | 0.2% | -33% | i | -2% | -4.4 | -28%
CC(C)C(NS(=O)(=O)c1ccc2c(c1)oc(=O)n2C)C(=O)N1CCN(Cc2ccccc2)CC1 (stereo not given) | 0% | -3% | 3% | 0.0% | 1% | i | 1% | -1.1 | -7%
CN1CCN(C(=O)c2cc(-c3ccccc3)on2)CC1 | 4% | 2% | -6% | 1.1% | -25% | i | 0% | -0.7 | -3%
CCCC(=O)c1c(C)c2ccccc2n1C | ? | -6% | 13% | -0.3% | 2% | i | -1% | -1.8 | -5%
COC(=O)CSc1nc2cc(C)cc(C)c2cc1C#N | 2% | -5% | -10% | 0.6% | 13% | i | -5% | 2.5 | -1%
Nc1ncnc2c1ncn2[C@@H]1O[C@H](CNCc2ccc(-n3cccn3)cc2)[C@@H](O)[C@H]1O | 19% | 7% | -8% | -0.6% | 3% | i | 1% | 0.8 | -2%
Cc1c(C(=O)N2CCC(C)CC2)c(S(=O)(=O)N(Cc2ccccc2)C(C)(C)C)c(C)n1C | . | ? | -8% | 0.7% | -29% | . | . | . | -27%
O=C(NCc1ccc(Cl)cc1)c1nccnc1CO | 11% | 2% | -11% | 0.3% | 18% | i | 2% | 0.6 | 5%

Some of the entries so far, tab-delimited:
Compound	Nrf2 inh	A549 tox	Abeta yeast res	Nrf2 activator	TGFb SMAD3 inh	pAkt inh	Mm-Cpn inhibitor	CCT modulator	HepG2 tox
OCC[C@H]1C[C@@H](O)[C@H](O)[C@@]2(OCc3ccccc32)O1	9%	4%	1%	1.8%	7%	i	1%	-1.0	-8%
CCCCc1ccc(NC(=O)c2ccc(N(C)S(C)(=O)=O)cc2)cc1	?	0%	-9%	0.2%	-33%	i	-2%	-4.4	-28%
CC(C)C(NS(=O)(=O)c1ccc2c(c1)oc(=O)n2C)C(=O)N1CCN(Cc2ccccc2)CC1 (stereo not given)	0%	-3%	3%	0.0%	1%	i	1%	-1.1	-7%
CN1CCN(C(=O)c2cc(-c3ccccc3)on2)CC1	4%	2%	-6%	1.1%	-25%	i	0%	-0.7	-3%

Entries of single compounds from above:
CCCC(=O)c1c(C)c2ccccc2n1C in the list: Nrf2 inh = ?; A549 tox = -6%; Abeta yeast res = 13%; Nrf2 activator = -0.3%; TGFb SMAD3 inh = 2%; pAkt inh = i; Mm-Cpn inhibitor = -1%; CCT modulator = -1.8; HepG2 tox = -5%
CCCCc1ccc(NC(=O)c2ccc(N(C)S(C)(=O)=O)cc2)cc1 in the list: Nrf2 inh = ?; A549 tox = 0%; Abeta yeast res = -9%; Nrf2 activator = 0.2%; TGFb SMAD3 inh = -33%; pAkt inh = i; Mm-Cpn inhibitor = -2%; CCT modulator = -4.4; HepG2 tox = -28%

Screening results from PubChem.
